Assay outcomes: PubChem, several laboratories
Bcl-xL primary – Bcl-xL (human) inhibition; GST-Bcl-xL / FITC-Bim BH3 peptide fluorescence polarization; AID 2129; inhibition, % at 10.9 µM; 0.7% of 320,000 active;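 active = inhibition above the mean of all tested compounds plus 3 SD, cutoff set per campaign, cut at about 30% in these data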;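 note: 0% = DMSO wells and 100% = unlabeled Bim-BH3 peptide competitor; inhibitors lower millipolarization by displacing the labeled peptide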
PME-1 inh – blocks human protein phosphatase methylesterase 1; Q9Y570; recombinant PME-1, FP-Rh probe fluorescence polarization; inhibition, % at 5.9 µM; 0.53% of 320,000 active; AID 2130;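 active = inhibition above the campaign mean of all compounds plus 3 SD, cut at about 26% in these data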;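 note: competitive labeling of PME-1 active site by serine hydrolase directed probe; 0% = PME-1 with DMSO and 100% = wells lacking PME-1 enzyme; inhibitors block probe labeling so polarization falls and inhibition rises; many of its hits are not listed in these tables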
Target sequence (Q9Y570 whole entry, looked up): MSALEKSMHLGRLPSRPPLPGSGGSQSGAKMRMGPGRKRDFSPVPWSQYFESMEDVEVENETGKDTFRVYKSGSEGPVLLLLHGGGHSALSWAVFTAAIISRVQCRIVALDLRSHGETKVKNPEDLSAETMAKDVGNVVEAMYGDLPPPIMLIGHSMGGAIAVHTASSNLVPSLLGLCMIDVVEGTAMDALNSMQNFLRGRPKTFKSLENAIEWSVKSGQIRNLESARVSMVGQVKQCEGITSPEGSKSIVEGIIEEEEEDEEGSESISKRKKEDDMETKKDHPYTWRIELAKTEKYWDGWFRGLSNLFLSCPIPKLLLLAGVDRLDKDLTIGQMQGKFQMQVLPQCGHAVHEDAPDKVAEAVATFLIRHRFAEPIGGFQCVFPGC
VLA-4 inh – inhibition in a human VLA-4 binding assay | 0.2% of 330,000 active | inhibition, % (about 7 µM as worked out from the volumes in the protocol) | VLA-4 expressing cells, ligand binding flow cytometry | P13612; in the data active = inhibition above about 50%
Fam108B counter – counter-screen for RBBP9 inhibitors: inhibitors of mouse Fam108B; recombinant Fam108B, FP-Rh probe fluorescence polarization; inhibition, % at 9.51 µM; 0.33% of 300,000 active; AID 1947;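 active = inhibition above the screen mean inhibition plus 3 SD, computed separately per campaign, cut at about 18% in these data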;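 note: inhibitors lower polarization as less probe binds the enzyme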
MEX-5 binding – C. elegans MEX-5 TCR-2 RNA binding activity. AID 1832. 0.38% of 300,000 active. MEX-5/FITC-TCR2 RNA binding, fluorescence polarization; hits give low values. Q9XUB2. activity score (negative = inhibition of binding), % at 10 µM;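 active = inhibition past about -25% in most replicates, and total fluorescence under double the plate's negative control median, limit read from the data; inconclusive = replicates evenly split on the limit, or fluorescence at least double controls; inactive = too little inhibition in most replicates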;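 note: 0% = DMSO and -100% = 5 µM competing unlabeled TCR2 RNA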
Target sequence (Q9XUB2 whole entry, looked up): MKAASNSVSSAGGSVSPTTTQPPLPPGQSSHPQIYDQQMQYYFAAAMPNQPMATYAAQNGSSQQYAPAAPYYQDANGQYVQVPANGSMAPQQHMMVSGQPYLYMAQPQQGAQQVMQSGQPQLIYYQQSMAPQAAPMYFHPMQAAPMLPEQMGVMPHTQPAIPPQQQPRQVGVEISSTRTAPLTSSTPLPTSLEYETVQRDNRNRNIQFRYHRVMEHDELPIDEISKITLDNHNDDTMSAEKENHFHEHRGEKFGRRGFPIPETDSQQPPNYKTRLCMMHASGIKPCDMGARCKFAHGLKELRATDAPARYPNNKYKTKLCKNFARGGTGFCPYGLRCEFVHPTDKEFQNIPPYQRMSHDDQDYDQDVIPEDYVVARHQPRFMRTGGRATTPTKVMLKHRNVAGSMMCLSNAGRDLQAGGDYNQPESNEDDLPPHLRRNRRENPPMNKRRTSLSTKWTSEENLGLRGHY
GLD-1 RNA inh – GLD-1-TGE RNA interaction inhibition (C. elegans). purified GLD-1 + fluorescein TGE RNA, fluorescence polarization. inhibition, % at 5.96 µM. 0.44% of 320,000 active;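 active = percent inhibition above a per-plate cutoff, the plate mean of test compounds plus 3 SD, cut at about 30% in these data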;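 note: 0% = DMSO wells with GLD-1 and probe and 100% = wells lacking GLD-1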
MCL1-BIM inh – disrupts human MCL1 binding to BIM-BH3 peptide. inhibition, % at 10.9 µM. AID 2057. Q07820. GST-MCL1 / FITC-Bim-BH3 fluorescence polarization. 0.68% of 320,000 active;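 active = inhibition above the mean inhibition of all tested compounds plus 3 SD, set per campaign, cut at about 40% in these data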;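 note: 0% = DMSO wells and 100% = unlabeled Bim-BH3 peptide control; higher means more loss of mP so more displacement of Bim peptide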
Efflux pump mplx – antifungal efflux pump inhibition, Nile Red retention; S. cerevisiae Candida pump triplex; inhibition, % at 10 µM; 0.44% of 330,000 active;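 active = plate passing quality check with inhibition over a set limit, or well fluorescence over plate mean plus 4 SD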;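 note: Nile Red retained in pooled yeast measured as flow cytometry median fluorescence; 0% = buffer negative control and 100% = Enniatin B positive control; higher means more Nile Red kept so more efflux inhibition; some compounds called inactive have numbers as strong as hits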
GRK2 inh – inhibitors of human GRK2 displacing RNA aptamer. inhibition of aptamer binding, % at 10 µM. AID 488847. 0.59% of 330,000 active. P25098. bead flow cytometry, FAM-aptamer displacement from GRK2;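 active = inhibition of aptamer binding above 40%, roughly 3 SD of noise, on plates passing a quality check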;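 note: median bead fluorescence of bound FAM aptamer so fluorescent compounds give negative values; no value below 0 was filed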
* hit, by the source's call; ? = inconclusive; nt = no result given. Some of the compounds tested; count on the stated rates, not on these rows.

SMILES | Bcl-xL primary | PME-1 inh | VLA-4 inh | Fam108B counter | MEX-5 binding | GLD-1 RNA inh | MCL1-BIM inh | Efflux pump mplx | GRK2 inh
CCOc1ccccc1CN1CCCC(CNC(=O)Cc2ccc(OC)cc2)C1 (stereo unspecified) | 6 | -2 | 0 | -2 | 1.2 | -3 | -9 | -0.2 | 6
CC(c1ccco1)N(C(=O)c1ccc(Cl)c([N+](=O)[O-])c1)c1ccccn1 (stereo unspecified) | 2 | -1 | 7 | 1 | 0.5 | 12 | 4 | -0.3 | 0
COC(=O)c1[nH]c2cccc(OC)c2c1NC(=O)CN1CCOCC1 | 1 | 1 | -1 | -4 | 4.4 | 1 | -2 | -0.1 | 0
COc1cc(/C=N/NC(=O)C(=O)NCC2CCCO2)ccc1O (stereo unspecified) | 2 | 3 | 11 | 4 | -2.9 | -4 | -1 | 0.7 | 0
CN(c1ccccc1)c1ccc(/C=N/N2CCOCC2)cc1 | 3 | 3 | 6 | 5 | -0.6 | 0 | 5 | 0.1 | 0
CCOc1ccccc1N(C)S(=O)(=O)c1ccc2c(c1)CCN2C(=O)CCC(=O)O | 7 | 4 | -9 | 4 | 1.3 | -6 | 4 | 0.1 | 4
COc1ccc(S(=O)(=O)N2CCC(C(=O)N3CCCC3)CC2)cc1 | 4 | -1 | 20 | 1 | -0.7 | 7 | 8 | 0.0 | 2
COc1ccc(/C=C2\C(=O)c3ccccc3OC2c2ccccc2)cc1 (stereo unspecified) | 0 | 0 | 1 | 0 | -0.5 | 5 | -3 | -0.1 | 0
Cc1cccc(C(=O)N/C(=C\c2ccc(C)o2)C(=O)O)c1 | 6 | 3 | -2 | 1 | 2.1 | 8 | 1 | -0.1 | 4
O=C(CCNC(=O)c1ccc(Cl)cc1)Nc1ccc(S(=O)(=O)N2CCCCC2)cc1 | 2 | 0 | 8 | -6 | 1.0 | -3 | -5 | 0.1 | 1
Cc1ccnc2nc(C(=O)Nc3nnc(CC(C)C)s3)nn12 | -1 | 4 | 21 | 0 | 1.7 | -3 | -1 | -0.2 | 1
COC(=O)[C@@H]1C[C@]2(Br)c3ccccc3N(S(=O)(=O)c3ccccc3)[C@@H]2N1C(=O)OC | 3 | -3 | -15 | 3 | 0.7 | 2 | 2 | -0.1 | 6
CCc1cc(C(=O)N2CCCc3ccccc32)sc1C | 3 | 4 | -6 | -3 | -1.3 | -1 | 2 | -0.4 | 3
O=C(CSc1ccc2c(c1)OCCO2)NC(=O)Cc1ccccc1 | 3 | -1 | 14 | 0 | -0.4 | 5 | 3 | 0.0 | 2
Cc1ccc(C(=O)NCCSC2CCCCC2)cc1S(=O)(=O)Nc1ccccc1 | -1 | -5 | -40 | -4 | -1.2 | 7 | 3 | -0.1 | 0
COC(=O)c1ccc2c(=O)n(CCCCCC(=O)NCc3ccc4c(c3)OCO4)c(=O)[nH]c2c1 | 6 | -8 | -1 | -10 | 3.5 | 4 | 3 | -0.1 | 0
COC(CN1C(=O)C(=O)/C(=C(/O)c2ccccc2)C1c1ccccn1)OC (stereo unspecified) | 3 | 2 | 15 | 1 | 0.1 | 6 | 2 | 0.0 | 4
CCN(Cc1ccccc1)C(=O)c1oc2ccc(S(=O)(=O)N3CCOCC3)cc2c1C | 9 | 7 | -3 | 1 | 1.3 | 2 | 6 | 0.0 | 2
Cc1cccc(N(CC(=O)N/N=C/c2ccc(C(=O)O)cc2)S(=O)(=O)c2ccccc2)c1C | 2 | 4 | 8 | -3 | 2.4 | 8 | 4 | -0.1 | 1
Cc1ccccc1OCCC(=O)OCC(=O)Nc1ccc(N2CCOCC2)cc1 | 6 | -2 | -3 | 7 | -0.3 | 0 | -2 | 0.1 | 1
COC(=O)C(=Cc1ccc(-c2ccsc2C(=O)OC)o1)C(=O)OC | 5 | -10 | -1 | 11 | 1.5 | -7 | -3 | -0.1 | 0
Cc1nn2c(NCc3cccnc3)c3c(nc2c1-c1ccccc1)CCC3 | 2 | 1 | 0 | -1 | nt | -3 | 1 | 0.0 | 2
CC(C)(C)C(=O)Nc1ccc(Cc2ccncc2)cc1 | 9 | 4 | 4 | -2 | -1.0 | 1 | 14 | 0.0 | 6
O=C(Nc1cccc(C(=O)N2CCN(Cc3ccccc3)CC2)c1)c1ccccc1 | 1 | 5 | 1 | -6 | -0.5 | 9 | 4 | -0.1 | 1

Among those listed so far, these have an NH in an aromatic ring:
SMILES | Bcl-xL primary | PME-1 inh | VLA-4 inh | Fam108B counter | MEX-5 binding | GLD-1 RNA inh | MCL1-BIM inh | Efflux pump mplx | GRK2 inh
COC(=O)c1[nH]c2cccc(OC)c2c1NC(=O)CN1CCOCC1 | 1 | 1 | -1 | -4 | 4.4 | 1 | -2 | -0.1 | 0
COC(=O)c1ccc2c(=O)n(CCCCCC(=O)NCc3ccc4c(c3)OCO4)c(=O)[nH]c2c1 | 6 | -8 | -1 | -10 | 3.5 | 4 | 3 | -0.1 | 0

Later entries.
SMILES | Bcl-xL primary | PME-1 inh | VLA-4 inh | Fam108B counter | MEX-5 binding | GLD-1 RNA inh | MCL1-BIM inh | Efflux pump mplx | GRK2 inh
CCCCCCCC1CC(/C(C)=N/NC(N)=O)OC1=O (stereo unspecified) | 1 | 3 | 21 | 2 | 0.4 | 4 | 5 | -0.3 | 0
Cc1cc(C)c2c(C)c(C(=O)Nc3c(C)n(C)n(-c4ccccc4)c3=O)oc2c1 | -3 | 3 | -11 | -2 | 0.3 | 4 | 5 | 0.0 | 0
CC1CCCN(C(=O)CN2C(=O)NC(C)(c3ccc4ccccc4c3)C2=O)C1 (stereo unspecified) | nt | nt | -5 | nt | nt | 2 | nt | -0.6 | 31
Cc1noc(C)c1C(=O)NCCCc1ccccc1 | 1 | 4 | 7 | 0 | 3.0 | 3 | 4 | 0.0 | 0
COC(=O)C[n+]1cccc2ccccc21 | 173* | 2 | -30 | 6 | ? | -9 | 195* | 0.6 | 17
CCOC(=O)C1=C(COc2ccccc2)NC(=O)NC1c1ccc(Cl)cc1 (stereo unspecified) | 3 | 1 | 23 | -3 | 2.4 | 0 | -1 | 0.0 | 1
CN1C(=O)CC(c2ccccc2)CC1=O | 4 | -1 | 8 | 6 | 2.6 | -5 | -3 | 0.0 | 0
CC(=O)Nc1c(O)nc(SCC(=O)N2CCN(c3ccc(F)cc3)CC2)[nH]c1=O | 1 | 0 | 13 | 1 | -0.3 | 6 | 1 | -0.2 | 1
CC(C)OC(=O)CSc1nc2cccnc2n1C1CCCCC1 | 3 | -7 | 0 | -3 | 2.2 | -3 | 6 | 0.2 | 0
CCCOc1cccc(C(=O)NCCNC(=O)c2ccco2)c1 | 5 | 1 | 9 | -5 | 0.4 | 5 | 6 | -0.3 | 0
COc1ccc(NC(=O)c2oc3ccccc3c2NC(=O)COc2ccccc2OC)c(OC)c1 | 1 | -2 | -3 | 3 | -0.7 | -4 | -2 | -0.3 | 2
O=C(COC(=O)c1sc2ccccc2c1Cl)NCC1CCCCC1 | 7 | -2 | -3 | 2 | 0.5 | 1 | 14 | 0.1 | 1
CCCC1=C(C(=O)OCC)C(c2cccs2)C(C#N)=C(N)O1 (stereo unspecified) | 19 | 2 | -13 | 6 | -4.3 | 18 | 19 | 0.1 | 1
CSCCC(NC(=O)COc1ccccc1)C(=O)NCc1cccs1 (stereo unspecified) | 3 | 17 | 12 | 4 | 0.8 | -6 | 5 | 0.2 | 1
OC1(C#CCN2CCOCC2)CCCCC1 | 1 | 1 | 9 | 0 | 0.1 | -1 | 1 | 0.0 | 2
CCOC(=O)c1ccc(-n2c(-c3ccco3)nc3ccccc3c2=O)cc1 | -2 | 3 | 22 | -3 | -0.8 | 2 | -13 | 0.1 | 0
Cc1ccc(-n2nc(C)c(NC(=O)CCl)c2C)cc1 | 3 | 10 | -6 | 12 | 1.7 | -1 | 9 | 10* | 1
CCCCN1C=CC(=C2N=c3cccc([N+](=O)[O-])c3=N2)C=C1 | 6 | -5 | 5 | -3 | 1.7 | 3 | -27 | 0.5 | 3
Cc1c(CC(=O)N[C@@H](CCCNC(N)=O)C(=O)O)c(=O)oc2cc3oc4c(c3cc12)CCCC4 | 4 | -3 | -1 | 3 | 1.8 | 9 | 9 | -0.1 | 0
CCOC(=O)c1sc(C)c2c1NC1(CCCCC1)NC2=O | 3 | 0 | 6 | 0 | -2.8 | 2 | 4 | 0.0 | 4
Cn1nc(C(C)(C)C)c([N+](=O)[O-])c1C(=O)Nc1ccccc1 | 0 | -1 | 5 | -2 | 0.3 | 5 | -1 | 0.8 | 3
CCC(C)(C(=O)NC1CCCCC1)N(C(=O)c1cnccn1)c1c(C)n(C)n(-c2ccccc2)c1=O (stereo unspecified) | 6 | -3 | -6 | 3 | 0.5 | -1 | 3 | -0.1 | 0
O=C(CN1CCOCC1)NCc1ccc(F)cc1 | -12 | -1 | 0 | -2 | 1.3 | -3 | -21 | 0.5 | 0
COc1ccc(/C=N/NC(=O)c2ccc(COc3cccc4cccnc34)cc2)cc1OC | 5 | -14 | 5 | 4 | -1.8 | 9 | -3 | 0.4 | 1
CC(C)Cn1c(N)c(C(=O)COC(=O)c2ccc3ccccc3n2)c(=O)n(C)c1=O | 3 | 2 | 10 | 2 | 1.9 | -4 | -7 | 0.0 | 8
O=C(CSc1ccc(-c2ccccc2)nn1)NCC1CCCO1 (stereo unspecified) | 0 | -2 | 13 | -3 | 0.0 | -5 | 3 | 0.2 | 0
Cc1ccc2cc(C3CC(c4ccco4)=NN3C(=O)CCC(=O)O)c(Cl)nc2c1 (stereo unspecified) | 3 | 1 | -4 | -1 | -0.7 | 6 | 17 | -0.3 | 0
Cc1ccccc1NC(=O)CCN1CCN(C)CC1 | nt | nt | 3 | nt | 1.1 | nt | nt | 0.0 | 0
CN1C(C)(C)c2ccccc2OS1(=O)=O | 7 | 1 | -1 | 4 | 1.6 | -3 | 8 | 0.0 | 0
COC(=O)C(CSCc1ccccc1)NC(=O)CSc1nc(N)cc(=O)[nH]1 (stereo unspecified) | 4 | -3 | 0 | 0 | 0.1 | 1 | 4 | -0.4 | 3
CC(C)(C)NC(=O)NC(=O)COC(=O)CCCc1c[nH]c2ccccc12 | -2 | 4 | 1 | -1 | -0.8 | 3 | -9 | 0.0 | 0
Cc1cc(-n2cnc3c(=O)[nH]cnc32)ccc1N | 6 | -1 | 8 | -2 | 1.8 | -4 | 7 | 0.1 | 0
N#Cc1c(NC(=O)Cn2nc(C(F)(F)F)c3c2CCCC3)sc2c1CCC2 | 7 | -3 | -11 | -3 | -4.3 | 4 | 16 | -0.1 | 2
CCNS(=O)(=O)c1ccc(NC(=O)c2cc(C(F)(F)F)nn2C)cc1 | 3 | -6 | -2 | 9 | -0.1 | 1 | 4 | -0.1 | 2
Cc1ccc(C)c(NC(=O)c2cnccn2)c1 | 4 | -2 | 9 | 9 | -1.6 | 1 | 5 | 0.0 | 2
CCCn1nnnc1NCc1cccn1C | 3 | 1 | 4 | 0 | -3.1 | 0 | 8 | 0.1 | 1
